TDP43 rescue: rescues yeast growth from TDP-43 toxicity | TDP-43 expressing yeast growth rescue, BacTiter-Glo, 24 h | Potency, µM (top dose mostly 46.1 µM), without a hit: at the highest dose growth rescue (activation), hits mostly activators | 410,000 compounds, 1.8% hits; also: potency is read from the fitted curve at half-maximal effect; % of control where 0% means no effect; nearly all actives have a fitted effect of over 50% in size
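Readout is BacTiter-Glo luminescence of cell growth, so inhibitors register as activators. TDP-43-expressing yeast at OD600=0.02 in galactose medium, after raffinose pregrowth to mid-log, were incubated with compound for 24 hr at 30 deg C.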
Abeta yeast res: restores growth of yeast expressing A-beta42 peptide; Potency, µM (doses to about 46.1 µM), for the others: top-dose growth rescue, hits mostly activators; 410,000 compounds, 0.063% hits; yeast expressing A-beta42, growth rescue, OD600, 48 h; response scale: 0% DMSO, 100% iron-clioquinol control; also: potency is read from the fitted curve at half-maximal effect; nearly all actives have a fitted effect of over 55% in size
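Growth rescue measured by 600 nm absorbance after 48 h yeast culture at 30 C with compound. Values normalized between DMSO and an equimolar ferric chloride plus clioquinol control.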
GLP-1R inv ag: acts as inverse agonist at human GLP-1 receptor; P43220; HEK293 GLP-1R CRE-luciferase, luminescence, 24 h; GLP-1R form is constitutively active; Potency, µM (doses to about 38.3 µM), for inactives: at the top dose activity change, negative = inhibition, hits mostly inhibitors; 410,000 compounds, 1.6% hits; AID 624417; also: potency is read from the fitted curve at half-maximal effect; % is scaled to controls: 0 for no effect and ±100 for the full control effect; nearly all actives have a fitted effect of over 55% in size
Target sequence (P43220 whole entry, looked up): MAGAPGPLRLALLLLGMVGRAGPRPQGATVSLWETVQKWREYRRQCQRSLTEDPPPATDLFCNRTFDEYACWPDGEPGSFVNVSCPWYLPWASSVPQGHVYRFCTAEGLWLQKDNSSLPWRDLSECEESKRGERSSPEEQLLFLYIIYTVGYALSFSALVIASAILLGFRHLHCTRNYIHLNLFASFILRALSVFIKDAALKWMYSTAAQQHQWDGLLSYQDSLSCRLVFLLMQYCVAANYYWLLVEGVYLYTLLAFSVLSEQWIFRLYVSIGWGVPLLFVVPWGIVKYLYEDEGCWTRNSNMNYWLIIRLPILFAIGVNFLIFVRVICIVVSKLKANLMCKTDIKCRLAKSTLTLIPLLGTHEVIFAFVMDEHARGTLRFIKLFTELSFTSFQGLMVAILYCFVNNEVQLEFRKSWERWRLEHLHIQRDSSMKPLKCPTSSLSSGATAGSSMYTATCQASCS
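Inverse agonists were sought by their lowering of basal cAMP reporter luciferase output in HEK293 cells stably carrying constitutively active human GLP-1R, after 24 h compound treatment.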
MmCpn inh: M. maripaludis TRiC chaperonin inhibition | purified Mm-Cpn ATPase, ADP Transcreener TR-FRET | Potency, µM (doses to about 76.9 µM), for inactives: at the top dose activity, negative = inhibition, hits mostly inhibitors | 330,000 compounds, 0.031% hits | AID 504842; also: potency is read from the fitted curve at half-maximal effect; % is scaled to controls: 0 for no effect and ±100 for the full control effect; nearly all actives have a fitted effect of over 80% in size
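Reaction buffer contained 30 mM Tris pH 7.4, 100 mM KCl, 5 mM MgCl2 and 1 mM DTT. Mm-CPN (25 nM final) hydrolysed 10 uM ATP over 30 min at 37°C; ADP was read by HTRF.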
HEK293 tox: cytotoxicity counter-screen for GLP-1 receptor inverse agonists | Potency, µM (top dose mostly 38.3 µM), for the others: at the highest dose activity change, negative = inhibition, most hits filed as inhibitors | HEK293 cAMP-luciferase reporter cells, luminescence, 24 h | AID 624418 | 410,000 compounds, 0.13% hits;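 also: loss of luciferase light is scored as toxicity; potency is read from the fitted curve at half-maximal effect; % is scaled to controls: 0 for no effect and ±100 for the full control effect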
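Here, cytotoxicity is scored as loss of luminescence. The MLSMR collection was tested on cells seeded in medium containing 10% Nu serum, with a 24 hr compound exposure preceded by 12 hours of culture.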
FUS yeast rescue: suppressors of FUS proteinopathy in yeast | S. cerevisiae FUS-expressing, growth rescue, OD600, 24 h | Potency, µM (highest dose often 76.6 µM), for inactives: top-dose growth rescue (activation), usual class: activators | 390,000 compounds, 0.24% hits;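 also: potency is read from the fitted curve at half-maximal effect; plate controls were DMSO vehicle for no effect and reference control for full effect; nearly all actives have a fitted effect of over 55% in size; some results filed as inactive show a strong effect at the top dose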
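Quantitative HTS measuring growth restoration of FUS-toxic yeast. Galactose-induced cells (OD 0.005) were exposed 24hr at 30C to compounds at several concentrations, then absorbance at 600 nm was recorded.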
PTHR1 agonist: PTHR1 (human) receptor agonism. Q03431. HEK293 GP2 PTHR1 cells, GloSensor cAMP luminescence, 1 h. Potency, µM (series often up to 115 µM), without a hit: at the highest dose activation, hits mostly activators. 410,000 compounds, 0.075% hits; also: potency is read from the fitted curve at half-maximal effect; nearly all actives have a fitted effect of over 55% in size; some results filed as inactive show a strong effect at the top dose; inactives centre near -15; many of its hits are not listed in these tables
Target sequence (Q03431 whole entry, looked up): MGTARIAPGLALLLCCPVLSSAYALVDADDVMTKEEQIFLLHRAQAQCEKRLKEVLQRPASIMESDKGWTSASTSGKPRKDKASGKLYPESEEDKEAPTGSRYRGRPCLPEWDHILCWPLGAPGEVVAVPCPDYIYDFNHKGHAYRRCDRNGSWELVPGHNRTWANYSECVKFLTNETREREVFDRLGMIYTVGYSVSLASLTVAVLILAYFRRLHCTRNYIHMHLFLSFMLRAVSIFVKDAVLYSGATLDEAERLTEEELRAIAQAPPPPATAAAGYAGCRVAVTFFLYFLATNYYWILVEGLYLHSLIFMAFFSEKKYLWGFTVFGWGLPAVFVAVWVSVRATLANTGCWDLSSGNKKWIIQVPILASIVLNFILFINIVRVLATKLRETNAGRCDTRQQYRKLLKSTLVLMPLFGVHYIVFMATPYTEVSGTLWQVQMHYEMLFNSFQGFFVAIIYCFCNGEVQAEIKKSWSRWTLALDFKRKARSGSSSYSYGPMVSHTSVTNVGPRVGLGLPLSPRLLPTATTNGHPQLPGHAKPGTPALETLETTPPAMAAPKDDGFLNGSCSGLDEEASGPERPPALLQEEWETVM
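HEK-293-derived GP2 cells expressing PTHR1 and a GloSensor cAMP reporter, 3,000/well, plated overnight, given luciferin plus IBMX (each 0.5 mM as added) for 1 h at 37 °C, then compound for 1 h at 37 °C. Luminescence was read after 15 min at room temperature.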
aSyn rescue: alpha-synuclein toxicity inhibition in yeast; 370,000 compounds, 0.14% hits; AID 652106; Yeast expressing alpha-synuclein, growth rescue, BacTiter-Glo, 24 h; Potency, µM (highest dose often 46.1 µM), for the others: at the highest dose growth rescue (activation), usual class: activators; also: potency is read from the fitted curve at half-maximal effect; % of control where 0% means no effect; nearly all actives have a fitted effect of over 65% in size
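Rescue of yeast growth: cells expressing toxic alpha-synuclein, induced in galactose at OD600 0.02, incubated with compound 24 h at 30 C. ATP luminescence quantified growth; inhibitors of toxicity appear as activators.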
Akt phos inh: inhibitors of Akt phosphorylation | Neuro2A IGF-stimulated pAkt S473 HTRF, 20 min; active compounds read low | activity change, % for hits at 50 µM | 360,000 compounds, 0.32% hits; in the data active = activity change below about -80%; inconclusive = mostly about -51% to -80%; also: % is scaled to controls: 0 for no effect and ±100 for the full control effect
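Neuro2A cells (4,500/well, DMEM with 0.5% FBS) were treated with compound at a single 50 µM final concentration, stimulated with 6 nM IGF for 20 min at 37 °C, and lysed. Phospho-Akt Ser473 was read by HTRF as 665/615 ratio ×10^4.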
* marks the source's active call; other numbers are inactive results; i = inactive; ? = inconclusive; . = no result given; [ ] = another dose, or the depositor's remark. Unless noted, calls follow the shape of the dose curve; as a rule, active = well fitted curve in the direction sought with a large enough effect; inconclusive = small, poorly fitted or top-dose-only effect, or another doubt; inactive = no such curve, though single readings can be large; an effect the other way counts as inactive or inconclusive. Only part of the results is shown; rates above refer to the full screens.

SMILES | TDP43 rescue | Abeta yeast res | GLP-1R inv ag | MmCpn inh | HEK293 tox | FUS yeast rescue | PTHR1 agonist | aSyn rescue | Akt phos inh
COCCCN1C(=O)C(=O)/C(=C(/O)c2ccc3c(c2)CC(C)O3)C1c1cccnc1 (stereo not drawn) | -7% | -12% | -3% | -4% | 17% | 7% | -8%[57.5 µM] | 0% | i
Cc1cc(CSc2ccccc2)ccc1NC(=O)c1ccc(Cl)c([N+](=O)[O-])c1 | 3% | 8% | -9% | 1% | -20% | -14% | -33%[inhibitor] | 6% | i
CC1(C)OC(=O)C(=NNc2ccc(O)cc2)C(=O)O1 | -17% | -8% | ? | -1% | ? | -4% | -22%[57.5 µM] | -4% | i
Cc1ccc(C)c(-c2csc(NC(=O)c3cnccn3)n2)c1 | ? | -12% | 22% | -3% | 0% | -12% | -23% | -4% | i
COc1cccc(C(=O)OCC(=O)NC(C)CCc2ccccc2)c1O (stereo not drawn) | -10% | -19% | -7% | 0% | -13% | -12% | i | -1% | i
CN(C(=O)c1cccc(NC(=O)Cc2ccc(NC(=O)C3CCCN(C(=O)C4CCCC4)C3)cc2)c1)C1CC1 (stereo not drawn) | 25% | -2% | 9% | . | 2% | 16% | -14% | 1% | i
COc1ccc(CNc2ccc3cc(S(=O)(=O)N4CCCCC4)ccc3n2)cc1 | 19% | ? | ? | . | -15% | 21% | i | . | .
Cn1c(=O)c2cc(NC(=O)NCc3ccc(Cl)cc3Cl)ccc2n1Cc1ccc(F)cc1 | 22% | 15% | 13% | . | -3% | 17% | -88%[inhibitor] | 1% | i
O=C(O)C(c1ccccc1)C(O)C1CCCC1 (stereo not drawn) | -10% | 0% | 1% | . | 4% | . | -20% | -4% | i
Cc1cccc(-c2oc3ccccc3c2C#CCCO)c1 | ? | -43%[inhibitor] | -15% | -4% | -1% | 8% | -23% | 9% | i
S=C(NCc1ccccc1)NCc1ccco1 | -12% | 12% | 2% | 0% | 10% | 4% | -4% | -5% | i
CCOC(=O)C(CC)Sc1nc2c(c(=O)[nH]c(=O)n2C)n1C/C=C(/C)Cl (stereo not drawn) | -4% | -15% | 17% | -1% | -23% | 9% | -2% | -39%[inhibitor] | i
CSc1ccc(-c2c(C#N)c(N)nc3c2c(C)nn3-c2ccccc2)cc1 | 9% | 7% | -3% | ? | -15% | 40% | i | -2% | -84%*
Cc1ccccc1CNC(=O)c1ccccc1C(=O)O | 2% | 7% | 3% | 0% | -5% | ? | 2% | 3% | i
COc1cc(CNC(=O)c2cc(-c3ccc(OC)cc3C)n[nH]2)cc(OC)c1 | 18% | -7% | -2% | . | -3% | 2% | i | -7% | i
O=C(CN1CCN(c2ccc(F)cc2)CC1)Nc1ccc2c(c1)OCCO2 | 22% | 3% | -27% | 2% | -1% | 11% | i | 3% | i
O=C(O)c1cccc(NC(=O)c2ccc3c(c2)C(=O)N(c2cccc([N+](=O)[O-])c2)C3=O)c1 | 9% | -8% | 7% | 1% | 3% | -9% | -3% | -1% | i
CN(C)c1nc(OCCNC(=O)COc2ccccc2Cl)nc(N(C)C)n1 | 14% | 6% | 0% | 1% | 9% | 33% | -30%[inhibitor][57.5 µM] | 3% | i
O=C(NCCSCc1ccccc1)c1ccccc1 | 29% | 23% | -1% | -2% | -11% | . | i | 13% | i
COc1ccc(C2C3=C(CCCC3=O)Nc3c(-c4ccccc4)c(C)nn32)cc1 (stereo not drawn) | -30% | -25% | 3% | -2% | -1% | 55% | i | 1% | i
O=C(N/N=C/c1ccccn1)c1cc(-c2ccc(Cl)s2)[nH]n1 | -12% | -11% | 15% | -1% | -17% | 12% | -20% | -7% | i
Cc1ccccc1CNC(=O)C(=O)NCC(c1ccco1)S(=O)(=O)c1ccc(F)cc1 (stereo not drawn) | 16% | -7% | -26% | . | 8% | 1% | -29% | . | .
COc1ccc(CNC(=O)C(=O)N2CCC3(CC2)OCCN3S(=O)(=O)c2ccc(C)cc2)cc1 | 2% | ? | 29% | -4% | -4% | 23% | -5% | -1% | i
O=Cc1cc(-c2ccccc2)[nH]c1-c1ccccc1 | 2% | 10% | 2% | -2% | 8% | 22% | -2% | -4% | i
O=C(Nc1ccc(Cl)cc1)C1CCCN1C(=O)NCc1ccccc1 (stereo not drawn) | -10% | -1% | 26% | 1% | 25% | 0% | i | -3% | i
COc1ccc(-n2cnc3c(cnn3CCC#N)c2=N)cc1 | -2% | 0% | 22% | 1% | -2% | -17% | -1% | -8% | i
COc1ccc(NC(=O)/C=C/c2ccccc2[N+](=O)[O-])c(OC)c1 | 11% | -16% | 2% | 2% | -24% | -2% | i | -15% | i
CC(=O)Nc1nc(C2CC2)cc(-c2ccccc2)c1C#N | 5% | 12% | 29% | 0% | -1% | 9% | -1% | 11% | i
CC(Cn1cnc2ccccc21)C(=O)O (stereo not drawn) | 1% | 1% | -1% | -2% | -1% | -1% | -4%[57.5 µM] | 3% | i
CS(=O)(=O)N(Cc1nc(-c2ccc(F)cc2)no1)c1ccccc1Cl | 22µM* | 21% | ? | 1% | 3% | 12% | -14% | 19% | i

Next part (4 carried over from the part before).
SMILES | TDP43 rescue | Abeta yeast res | GLP-1R inv ag | MmCpn inh | HEK293 tox | FUS yeast rescue | PTHR1 agonist | aSyn rescue | Akt phos inh
COc1ccc(NC(=O)/C=C/c2ccccc2[N+](=O)[O-])c(OC)c1 | 11% | -16% | 2% | 2% | -24% | -2% | i | -15% | i
CC(=O)Nc1nc(C2CC2)cc(-c2ccccc2)c1C#N | 5% | 12% | 29% | 0% | -1% | 9% | -1% | 11% | i
CC(Cn1cnc2ccccc21)C(=O)O (stereo not drawn) | 1% | 1% | -1% | -2% | -1% | -1% | -4%[57.5 µM] | 3% | i
CS(=O)(=O)N(Cc1nc(-c2ccc(F)cc2)no1)c1ccccc1Cl | 22µM* | 21% | ? | 1% | 3% | 12% | -14% | 19% | i
Cc1ccc(/C=C2\SC(=S)N(CCC(=O)NNC(=O)c3ccc(O)cc3)C2=O)cc1 | 12% | 21% | -8% | -2% | -13% | ? | -50%[inhibitor] | -2% | i
O=C(c1cc(COc2ccc(F)cc2F)on1)N1CC2C[C@@H]3CC1C[C@H](C2)C3 | 12% | 5% | ? | 0% | 11% | 21% | i | 10% | i
Cc1cc(Cl)ccc1NC(=S)NCc1cccs1 | 14% | -2% | ? | 0% | ? | 8% | -8% | 1% | i
Cc1nn2c(C)c(C(=O)Nc3ccccc3)cnc2c1C#N | 9% | -1% | 25% | -7% | 11% | -8% | 29%[57.5 µM] | 1% | i
Cc1nc(-c2ccccc2)sc1C1(C)CC(c2c(Cl)cccc2Cl)=NO1 (stereo not drawn) | 24% | 5% | ? | -3% | -12% | 4% | -10% | 5% | i
Cc1cc(=S)c2ccccc2[nH]1 | 5% | -12% | ? | -6% | -2% | 37% | -21% | ? | i
CCOC(=O)CSc1nc(N)c(C#N)c(-c2ccc(OCC)cc2)c1C#N | -5% | 15% | 7% | -27% | -9% | 32% | 3%[57.5 µM] | -25% | ?
NS(=O)(=O)c1ccc(NC(=O)c2ccccc2C(=O)N2CCCCC2)cc1 | 14% | -3% | -9% | 1% | -7% | -3% | -9% | 0% | i
CCCCc1cc(=O)oc2cc(C)cc(OCC(=O)Nc3ccccn3)c12 | 7% | -19% | -23% | -3% | -6% | 7% | -10% | -11% | i
O=C(/C=C/c1ccc([N+](=O)[O-])cc1)NCCSCc1ccco1 | ? | 4% | -9% | -1% | 5% | -23% | -19% | 7% | i
Cc1ccc(CNc2oc(-c3ccco3)nc2S(=O)(=O)c2ccccc2)cc1 | ? | -3% | 10µM* | -5% | -6% | 10% | -5%[57.5 µM] | -11% | i
CCN(CC)CCN1CNC(=S)NC1 | 6% | -11% | 10% | . | 17% | -10% | i | -4% | i
CCCOc1ccc(C(=O)NNC(=S)NC(=O)c2cccs2)cc1 | -27% | -10% | ? | 0% | 7% | 1% | -3% | 12% | i
Cc1cc2nc3ccc(N(C)C)cc3nc2cc1N | -1% | -26% | ? | . | -10% | 7% | -81%[inhibitor] | -16% | i
CCOC(=O)[C@]12CCC=C1N(Cc1cccc3ccccc13)C(=O)[C@H](CC(=O)NCc1cccc(C(F)(F)F)c1)C2 | 14% | -2% | ? | . | -15% | 35% | i | 9% | i
CCOc1cccc2sc(=NC(=O)CCS(=O)(=O)c3ccc(F)cc3)n(C)c12 | 1% | 1% | 5% | 0% | 23% | 1% | -90%[inhibitor] | -4% | i
Cc1ccc(C(=O)CSc2nnc(-c3snnc3C)n2C2CC2)cc1 | -1% | 0% | 2% | 2% | 0% | -12% | -24% | 2% | i
Cc1csc(N=Nc2ccc(N(C)C)cc2)[n+]1[O-] | -63%[inhibitor] | -60%[inhibitor] | ? | . | 4µM* | ? | -33%[inhibitor] | -56%[inhibitor] | i
CCCCC(CCC(=O)Nc1cc([N+](=O)[O-])ccc1O)C(=O)O (stereo not drawn) | -1% | 8% | 7% | 0% | 3% | 6% | 14% | -7% | i
O=C(O)c1cc(C2CC2)nn1-c1ccccc1 | 4% | -5% | 0% | 2% | -2% | -1% | -8%[57.5 µM] | 0% | i
Cc1ccc2c(c1)-c1cc(C)ccc1C2=O | -2% | -4% | ? | . | -2% | 1% | i | 2% | i
O=C(Nc1cccc(C(=O)N2CCCCC2)c1)C1CC1 | 9% | -10% | 26% | . | 2% | -16% | i | 1% | i
